Compound activity: PubChem, The Scripps Research Institute Molecular Screening Center
OX1R antag-1 – blocks the human orexin 1 receptor | inhibition, % at 6.6 µM | hit rate 1.8% among 330,000 | AID 485270 | OX1R-expressing cells, FRET antagonist read-out; in the data active means inhibition mostly above about 38%, no sharp cut-off; inactive means mostly below about 40%;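 further: 0% = agonist challenge alone and 100% = reference antagonist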
Target sequence (O43613 whole entry, looked up): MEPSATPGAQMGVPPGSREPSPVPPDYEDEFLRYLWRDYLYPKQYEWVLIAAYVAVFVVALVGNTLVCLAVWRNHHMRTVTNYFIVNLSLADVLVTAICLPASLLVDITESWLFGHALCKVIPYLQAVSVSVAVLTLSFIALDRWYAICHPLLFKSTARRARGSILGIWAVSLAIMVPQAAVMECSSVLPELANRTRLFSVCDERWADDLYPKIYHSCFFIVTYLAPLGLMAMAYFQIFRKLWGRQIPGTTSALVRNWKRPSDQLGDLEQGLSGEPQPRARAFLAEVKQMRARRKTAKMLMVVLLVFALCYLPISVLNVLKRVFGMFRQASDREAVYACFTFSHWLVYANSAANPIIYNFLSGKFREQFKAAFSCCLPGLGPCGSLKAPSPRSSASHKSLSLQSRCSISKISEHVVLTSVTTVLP
OX1R antag-2 – antagonists of human orexin 1 receptor | O43613 | AID 434989 | hit rate 0.43% among 330,000 | CHO/OX1R cells, Fluo-8 calcium fluorescence, orexin A | inhibition, % at 5 µM;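 active means inhibition above its plate's threshold, mean inhibition of all tested compounds on the plate plus 3 SD, cut at about 37% in these data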;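 further: 0% = orexin A challenge wells and 100% = SB-334867-A antagonist wells; not every result past the cut was called active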
The depositor's hits bear a star.

Each structure is followed by: OX1R antag-1	OX1R antag-2
COc1ccc(CNC(=O)CN(Cc2cccs2)C(=O)CCC(=O)Nc2ccccn2)cc1
 : 3	-22
Cc1nnc(SCC(=O)Nc2ncc(S(=O)(=O)c3ccc([N+](=O)[O-])cc3)s2)s1
 : 7	-16
CCN(CC)CCn1c(NCc2cccc(OC)c2)nc2ccccc21
 : 17	-14
O=C(C1=C(O)C(=O)N(CCN2CCOCC2)C1c1cccc(F)c1)c1cc2ccccc2o1 (configuration not stated)
 : 14	-9
CCC(C(=O)OC)(C(=O)OC)c1ccc([N+](=O)[O-])cc1
 : 26	-5
Cc1ccc(NCc2nnc(SCC(=O)N3c4ccccc4Sc4ccccc43)o2)c(C)c1
 : 30	-15
Cc1ccc2[nH]c(=O)c(CN(CCO)C(=O)N(C)C)cc2c1
 : 2	-19
Clc1ccc(-n2cc(COCc3ccccc3)nn2)cc1
 : 9	-9
O=C(Nc1ccc(OCc2ccccc2Cl)cc1)c1cccnc1
 : 6	9
O=S(=O)(NCCN1CCOCC1)c1ccc(Cl)s1
 : 9	-3
COc1cccc2cc(-c3cc(=O)oc4cc(C)c(OCC(C)=O)cc34)oc12
 : 4	-18
O=C(N/N=C/C=C\c1cccc([N+](=O)[O-])c1)c1ccccn1
 : 27	-8
Cc1ccc2[nH]c(CNC(=O)c3ccc(F)cc3)cc2c1
 : 11	-17
COc1cccc(Cn2nnc(C(=O)NCCc3ccc(Cl)cc3)c2N)c1
 : 19	-15
CCS(=O)(=O)N1CCC(C(=O)NCc2ccco2)CC1
 : 4	5
Fc1cc(Br)cc(F)c1NC(=S)N1CCOCC1
 : 4	-4
CC(=O)Oc1ccc(-c2nc(-c3cccnc3)no2)cc1
 : 16	1
Cc1csc2ncc(C(=O)Nc3ccc4c(c3)OCCO4)c(=O)n12
 : 7	-11
COCCn1c(=N)c(C(=O)NCCc2ccccc2)cc2c(=O)n3cccc(C)c3nc21
 : 43	-15
Cc1ccc(-c2oc3ncnc(N)c3c2-c2ccc(C)cc2)cc1
 : -6	-7

Each structure is followed by: OX1R antag-1	OX1R antag-2
CCOC(=O)N1CCc2c(sc3ncn(C)c(=O)c23)C1
 : 7	-5
CCN(CC)C(=O)C(=O)c1cc(C)n(-c2ccc(F)cc2)c1C
 : 9	-20
COc1ccc(C2CC(c3cccc(OC)c3OC)n3nnnc3N2)cc1 (configuration not stated)
 : 9	-4
Cc1ccc(C(=O)OCn2ncc(Cl)c(Cl)c2=O)cc1
 : 15	30
O=C1c2ccccc2C(=O)N1COc1ccc(S(=O)(=O)N2CCOCC2)cc1[N+](=O)[O-]
 : 5	-11
CC(C)c1ccc(/C=N/N2CCCCC2)cc1
 : 13	-14
CC(C)(C)C(=O)CNCC(=O)C(C)(C)C
 : 15	-14
Cc1ccc(S(=O)(=O)N(CC(=O)N2CCC(C(N)=O)CC2)Cc2ccc(F)cc2)cc1
 : -1	-18
CCCCNC(=O)n1c(SC)nc2ccccc21
 : 9	-7
CCCN(CCC)C(=O)Cc1ccc(F)cc1
 : 15	-16
COC(=O)c1cc(S(=O)(=O)NCC2CCN(Cc3cc(C)ccc3C)CC2)c[nH]1
 : 11	-22
O=C(CN1C(=O)NC2(CCCCC2)C1=O)Nc1cccc(S(=O)(=O)N2CCOCC2)c1
 : 7	-14
COc1ccc(-c2nc(CS(=O)CC(=O)NC3CCCCCC3)c(C)o2)cc1 (configuration not stated)
 : 5	-14
CCOc1ccc(C)cc1S(=O)(=O)n1ccc(C)n1
 : 16	-22
COc1ccccc1CNS(=O)(=O)c1ccc2c(c1)CCCN2C(C)=O
 : 4	-7
c1ccc(C2C3=C(Nc4ncnn42)c2ccccc2CCC3)cc1 (configuration not stated)
 : 4	-7
CC(C)N1CCN(Cc2nc3c(s2)CCCC3)CC1CCO (configuration not stated)
 : 25	-12
CCOC(=O)C1CCN(S(=O)(=O)c2c(C)[nH]c(C)c2C(=O)N2CCCCC2)CC1
 : 2	1
CCOC(=O)c1cc(-c2ccc3c(c2)OCCO3)nc2c1c(C)nn2CCC#N
 : 32	-31
O=C(NC(=S)Nc1cnc2ccccc2c1)c1ccccc1
 : 8	-36

Each structure is followed by: OX1R antag-1	OX1R antag-2
COc1ccc(NC(=S)NCc2ccc(Cl)cc2)c(OC)c1
 : -1	-27
CCOC(=O)C1CCCN(C(=O)c2cc3ncc(Br)cn3n2)C1 (configuration not stated)
 : 17	-9
COc1cc(C(=O)NCCC(=O)NCCc2ccc(Cl)cc2)cc(OC)c1OC
 : 7	-15
O=C(CC1CCCCC1)Nc1ccccc1-c1ccccc1
 : 5	-30
Cc1nnc(SCC(=O)N/N=C/c2cc(Cl)c(O)c(Cl)c2)s1
 : 19	-12
CCCc1c(C(=O)Nc2ccc(OC)cc2)cnn1-c1ccccc1
 : 18	-22
COc1ccc(-n2ncc3c(NCCCN4CCOCC4)ncnc32)cc1
 : 5	-13
O=[N+]([O-])c1[nH]cnc1/C=C/c1ccccc1
 : 24	-15
CCOc1cccc(=O)c2c(C)n(Cc3ccco3)c(C)c12
 : 16	-23
O=C(COC(=O)c1ccccc1O)Nc1cccc(S(=O)(=O)N2CCCC2)c1
 : 6	10
O=C(CN1N=C(c2ccccc2)CCC1=O)NCCCN1CCc2ccccc2C1
 : 17	-16
Cc1cccc(-n2ncc3c(NCc4ccccc4)ncnc32)c1
 : 16	-27
Cc1ccc(-n2nnnc2SCC(=O)NC2CCCc3ccccc32)c(C)c1 (configuration not stated)
 : 19	-41
O=CN1N=C(c2ccccc2)CC1c1ccccc1[N+](=O)[O-] (configuration not stated)
 : 15	-20
Cc1ccc(S(=O)(=O)C2(C(=O)Nc3nccs3)CC2)cc1
 : 10	-24
CN(C)C(CNC(=O)CCS(=O)(=O)c1ccccc1)c1ccccc1 (configuration not stated)
 : 6	-12
COc1cc([C@H]2[C@@H]3CCCC[C@]3(O)CCN2CC(=O)Nc2ccc(C)cc2)ccc1O
 : 7	-10
CC(C)C(=O)Nc1ccc(C(=O)NNC(=O)c2cccs2)cc1
 : 16	4
C=CCNC(=S)N/N=C(\C)c1cc(OC)c(OC)c(OC)c1
 : 15	-22
CC1(C)CC(=O)C=C(NCCN2CCN(C(=O)Nc3ccc(Cl)cc3)CC2)C1
 : 9	-23

Single records, as listed above. Values in the order: OX1R antag-1	OX1R antag-2
C=CCNC(=S)N/N=C(\C)c1cc(OC)c(OC)c(OC)c1 reads 15	-22
Cc1ccc(S(=O)(=O)C2(C(=O)Nc3nccs3)CC2)cc1 reads 10	-24
COc1ccc(NC(=S)NCc2ccc(Cl)cc2)c(OC)c1 reads -1	-27

Reformatted: entries from further up
canonical_smiles,OX1R antag-1,OX1R antag-2
COc1ccc(-n2ncc3c(NCCCN4CCOCC4)ncnc32)cc1,5,-13
O=[N+]([O-])c1[nH]cnc1/C=C/c1ccccc1,24,-15
CCOc1cccc(=O)c2c(C)n(Cc3ccco3)c(C)c12,16,-23
O=C(COC(=O)c1ccccc1O)Nc1cccc(S(=O)(=O)N2CCCC2)c1,6,10
O=C(CN1N=C(c2ccccc2)CCC1=O)NCCCN1CCc2ccccc2C1,17,-16
Cc1cccc(-n2ncc3c(NCc4ccccc4)ncnc32)c1,16,-27
Cc1ccc(-n2nnnc2SCC(=O)NC2CCCc3ccccc32)c(C)c1 (configuration not stated),19,-41

Next results follow:
Each structure is followed by: OX1R antag-1	OX1R antag-2
O=C(Nc1ccc2oc(-c3ccccc3)nc2c1)c1ccccc1F
 : 36	-8
O=C(CSc1ccccc1C(=O)NCc1ccccc1)NC1CCCCCCC1
 : 4	-20
COc1ccc(NC2CC(=O)NC2=O)cc1 (configuration not stated)
 : 5	-11
Cc1nc(N)nc(N/N=C/c2ccccc2)n1
 : 2	1
CCOC(=O)C1C(=O)C=C(/C=C/c2ccccc2)CC1c1ccc(Cl)cc1 (configuration not stated)
 : 4	-37
Cc1occc1-c1nnc(SCC(=O)NCCc2ccccc2)o1
 : 14	-19
Cc1ccc(C(=O)NCCCC(=O)O)o1
 : 17	-8
Cc1ccc(S(=O)(=O)c2nc(NCCN(C)C)sc2Cl)cc1
 : 8	-18
COc1ccc(C(=O)NCC2(c3ccc(OC)c(OC)c3)CCCC2)c(OC)c1
 : 3	-24
O=C(CN1CCN(Cc2ccc(Cl)cc2)CC1)N/N=C/c1c[nH]c2ccccc12
 : 13	-6
CCCCS(=O)CC(CS(=O)CCCC)OC(=O)c1ccccc1 (configuration not stated)
 : 2	-7
COc1cc(C(=O)N2CCN(C/C=C/c3ccccc3)CC2)cc(OC)c1OC
 : 3	-17
COc1cc(C)c(Cl)cc1S(=O)(=O)NCc1ccccn1
 : 31	-5
CCOC(=O)N1CCN(C(=O)CSC2=NS(=O)(=O)c3ccccc3N2)CC1
 : 3	-8
CCc1ccc(C(C(=O)NC2CCCC2)N(C(=O)c2csnn2)C2CC2)cc1 (configuration not stated)
 : 41	-25
COc1ccc(-c2noc(CCCC(=O)Nc3ccc(C(N)=O)cc3)n2)cc1OC
 : 7	-9
O=C(O)c1ccccc1Nc1ccccc1C(=O)O
 : 21	3
COc1ccc(NC(=O)N(Cc2cc3cc(OC)c(OC)cc3[nH]c2=O)CC2CCCO2)cc1 (configuration not stated)
 : 13	-38
CC(C)(C)OC(=O)N[C@@H](Cc1ccccc1)[C@H](O)c1ccco1
 : 20	-13
COc1cccc(C(=O)N/N=C(\C)c2cccc(NC(=O)c3ccc(F)cc3)c2)c1OC
 : 20	-24

Each structure is followed by: OX1R antag-1	OX1R antag-2
CC1(C)N=C(N)N=C(N)N1c1ccccc1
 : -5	-9
COc1ccccc1NC(=O)C1CC(C(C)C)OC1=O (configuration not stated)
 : 7	1
CCSC1=N/C(=C\c2cccnc2)C(=O)N1c1ccccc1
 : 12	-24
CC(C)(C)C1(O)CC(C(F)(F)F)=NN1C(=O)CCc1ccccc1 (configuration not stated)
 : 7	-33
Cc1nn(-c2ccccc2)c(NC(=O)C(C)C)c(-c2ccccc2)c1=O
 : 0	-7
COc1ccc(CNC(=O)C[C@H]2C[C@H](C(=O)N3CCCCC3)[C@@]3(CCc4ccccc4)c4[nH]c5cc(-c6ccco6)ccc5c4CCN3C2=O)cc1OC
 : 6	-21
CC(=O)Nc1ccc(OCC(O)CN2CCN(c3ccc(Cl)cc3)CC2)cc1 (configuration not stated)
 : 1	-16
Cc1ccc(C(=O)Nc2nnn(C)n2)cc1
 : 5	2
COc1ccc(CC(NC(C)=O)C(=O)NC2CCN(c3ncccc3[N+](=O)[O-])CC2)cc1 (configuration not stated)
 : 18	-22
Fc1cccc(Cl)c1CNCc1cccnc1
 : 37	-14
COc1ccc(CNC(=O)C(OC(=O)c2ccco2)c2ccc(OC)cc2)cc1 (configuration not stated)
 : 14	-17
Cc1ccc(S(=O)(=O)NCC(=O)Nc2ccc3c(c2)OCCO3)cc1
 : 6	-89
O=C(CSc1ncnc2c1cnn2-c1ccccc1)NC1CCCC1
 : 14	-10
Cc1ccoc1C(=O)NCCNc1ccc(Cl)cc1[N+](=O)[O-]
 : 34	-27
CN(Cc1ccccc1)C(=O)C1CCN(S(=O)(=O)c2cccc3nonc23)CC1
 : 40	-10
O=C(Cn1c2c(c(-c3ccccc3Cl)cc1=O)CCC2)NCC1CCCO1 (configuration not stated)
 : 28	-21
CCOCCCNC(=O)C(c1ccc(OC)cc1)N(Cc1cccs1)C(=O)c1ccccc1O (configuration not stated)
 : 24	-14
O=c1cc(N2CCN(c3ccc(F)cc3)CC2)[nH]c(=O)n1C1CCCCC1
 : 4	-25
COc1ccc(CC(=O)N2CCN(S(=O)(=O)c3ccc(Cl)s3)CC2)cc1
 : 5	-21
CN(CC(=O)Nc1ccccc1Cl)C(=O)COC(=O)c1ccc(C(F)(F)F)cc1
 : 0	-16

Each structure is followed by: OX1R antag-1	OX1R antag-2
CCOc1ccc(CNC(=O)C2CCCN(c3nnc(C)c4c(C)n(-c5ccccc5)nc34)C2)cc1 (configuration not stated)
 : 19	-51
COc1ccccc1C1=NNC(=Nc2cccc(S(=O)(=O)N(C)C)c2)SC1
 : 22	-10
OCCN1CCN(C2CCC(c3ccc(F)cc3)c3ccc(F)cc32)CC1 (configuration not stated)
 : 7	15
O=c1[nH]c(SCc2ccc(Cl)cc2)nc2[nH]ncc12
 : 20	2
CCS(=O)(=O)c1nc(S(=O)(=O)c2ccc(Cl)cc2)c(NCc2ccccn2)s1
 : 8	-14
COc1ccccc1N1CCN(C(=O)CCc2nnc3ccc(N4CCOCC4)nn23)CC1
 : 18	-1
COCCN(C(=O)c1cccc(N2C(=O)CCC2=O)c1)c1nc(-c2ccc([N+](=O)[O-])cc2)cs1
 : 40	-5
CCOC(=O)CNC(=O)CSc1ncnc2c1cnn2Cc1ccccc1
 : 4	6
CCN(c1ccccc1)S(=O)(=O)c1ccc(Cl)c(NC(=O)COC(=O)c2ccc(O)cc2)c1
 : 23	-7
COC(=O)C[C@H]1c2cc(F)cc(F)c2S(=O)(=O)N1C1CCN(Cc2ccccc2)CC1
 : 7	-23

Laid out differently: 2 of the compounds above.
| OX1R antag-1 | OX1R antag-2 | canonical_smiles |
| --- | --- | --- |
| 4 | 6 | CCOC(=O)CNC(=O)CSc1ncnc2c1cnn2Cc1ccccc1 |
| 8 | -14 | CCS(=O)(=O)c1nc(S(=O)(=O)c2ccc(Cl)cc2)c(NCc2ccccn2)s1 |

No enrichment for hits. Share with any hit: about 2%.
